EPAC1 agonist: agonists of human EPAC1; O95398; EPAC1 agonist qHTS, biochemical assay; response scale: 100% = response to 6.5 mM cAMP; Potency, µM (titrated, usually from 154 µM), inactives show at the highest dose activation, usual class: activators; hit rate 0.073% among 360,000; further: nearly all actives have a fitted effect of over 60% in size
Target sequence (O95398 whole entry, looked up): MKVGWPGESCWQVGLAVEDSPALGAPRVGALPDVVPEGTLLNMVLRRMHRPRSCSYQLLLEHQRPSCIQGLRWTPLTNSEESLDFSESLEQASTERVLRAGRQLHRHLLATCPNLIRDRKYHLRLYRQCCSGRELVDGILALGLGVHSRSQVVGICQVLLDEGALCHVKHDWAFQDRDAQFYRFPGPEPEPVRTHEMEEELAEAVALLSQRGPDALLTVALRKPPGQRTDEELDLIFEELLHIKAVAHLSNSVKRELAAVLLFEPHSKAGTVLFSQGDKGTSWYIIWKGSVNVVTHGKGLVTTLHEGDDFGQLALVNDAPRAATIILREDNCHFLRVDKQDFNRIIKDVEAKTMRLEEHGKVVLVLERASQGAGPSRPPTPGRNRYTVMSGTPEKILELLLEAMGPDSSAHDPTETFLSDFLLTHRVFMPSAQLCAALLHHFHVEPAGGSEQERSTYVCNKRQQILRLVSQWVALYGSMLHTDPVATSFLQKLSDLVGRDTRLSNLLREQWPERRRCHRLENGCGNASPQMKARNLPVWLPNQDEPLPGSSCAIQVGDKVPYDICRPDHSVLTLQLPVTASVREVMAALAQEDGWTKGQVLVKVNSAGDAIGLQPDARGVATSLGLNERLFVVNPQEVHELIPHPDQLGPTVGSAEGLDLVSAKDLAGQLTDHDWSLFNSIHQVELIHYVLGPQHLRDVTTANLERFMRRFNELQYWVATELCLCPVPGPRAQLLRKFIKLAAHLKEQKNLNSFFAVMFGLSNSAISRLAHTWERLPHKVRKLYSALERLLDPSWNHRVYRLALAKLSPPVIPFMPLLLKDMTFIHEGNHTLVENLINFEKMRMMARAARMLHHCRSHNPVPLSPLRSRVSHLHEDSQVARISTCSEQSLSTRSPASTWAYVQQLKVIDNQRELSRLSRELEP
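Nucleotide exchange assay: 100 nM EPAC1 with 250 nM Rap1B loaded with BODIPY-GDP and 50 uM GDP, room temperature. Fluorescence (480/540 nm) read every 5 min for 30 min; signal change normalized to 6.5 mM cAMP as full agonist.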
EPAC2 antag: EPAC2 (human) antagonism | Q8WZA2 | EPAC2 GEF exchange of Rap1B-BODIPY-GDP, fluorescence | Potency, µM (titrated, usually from 114 µM), inactives show at the highest dose activity, negative = inhibition, usual class: inhibitors | hit rate 0.18% among 360,000; further: on the % scale 0 is the no-effect control and ±100 the full control effect; nearly all actives have a fitted effect of over 45% in size; many of its hits are not listed in these tables
EPAC2 ag: EPAC2 (human) agonism. Q8WZA2. EPAC2 activation, biochemical qHTS; response scale: 100% = 6.5 mM cAMP response. Potency, µM (series often up to 154 µM), inactives show top-dose activation, actives largely listed as activators. hit rate 0.079% among 360,000. AID 720711; further: nearly all actives have a fitted effect of over 50% in size
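Compounds were titrated in qHTS against a Rap1B-BODIPY-GDP (250 nM) complex with EPAC2 (100 nM) and GDP (50 uM). BODIPY-GDP release tracked at 480/540 nm over 30 min at room temperature, normalized to 6.5 mM cAMP.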
PTHR1 agonist: PTHR1 (human) receptor agonism; HEK293 GP2 PTHR1 cells, GloSensor cAMP luminescence, 1 h; Potency, µM (titrated, usually from 115 µM), for inactives: at the highest dose activation, usual class: activators; Q03431; hit rate 0.075% among 410,000; further: nearly all actives have a fitted effect of over 55% in size; some results filed as inactive show a strong effect at the top dose; inactives centre near -15; many of its hits are not listed in these tables
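HEK-293-derived GP2 cells expressing PTHR1 and a GloSensor cAMP reporter, 3,000/well, plated overnight, given luciferin plus IBMX (each 0.5 mM as added) for 1 h at 37 °C, then compound for 1 h at 37 °C. Luminescence was read after 15 min at room temperature.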
EPAC1 antagonist: blocks human EPAC1 exchange factor | hit rate 0.14% among 360,000 | AID 720709 | EPAC1 GEF assay, Rap1b-BODIPY-GDP exchange fluorescence | Potency, µM (series often up to 115 µM), inactives show at the highest dose activity change, negative = inhibition, hits mostly inhibitors;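 further: plate controls were vehicle for no effect and positive control for full effect; nearly all actives have a fitted effect of over 50% in size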
aSyn rescue: inhibitors of alpha-synuclein toxicity in yeast; Yeast expressing alpha-synuclein, growth rescue, BacTiter-Glo, 24 h; Potency, µM (top dose mostly 46.1 µM), without a hit: at the top dose growth rescue (activation), most hits filed as activators; hit rate 0.14% among 370,000; further: % of control where 0% means no effect; nearly all actives have a fitted effect of over 65% in size
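Readout is rescue of growth in alpha-synuclein-expressing yeast, so inhibitors of toxicity appear as activators. Growth after 24 hr at 30 deg C in galactose medium is quantified by luminescence.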
TDP43 rescue: inhibitors of TDP-43 toxicity in yeast | TDP-43 expressing yeast growth rescue, BacTiter-Glo, 24 h | Potency, µM (top dose mostly 46.1 µM), without a hit: top-dose growth rescue (activation), actives largely listed as activators | hit rate 1.8% among 410,000; further: % of control where 0% means no effect; nearly all actives have a fitted effect of over 50% in size
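Cell-based yeast growth screen: TDP-43 expression induced in galactose, inoculum OD600=0.02 after raffinose pregrowth to mid-log. Read-out BacTiter-Glo luminescence at 24 hr, 30 deg C; inhibition of toxicity seen as signal increase.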
FUS yeast rescue: suppressors of FUS proteinopathy in yeast; hit rate 0.24% among 390,000; S. cerevisiae FUS-expressing, growth rescue, OD600, 24 h; Potency, µM (top dose mostly 76.6 µM), inactives show top-dose growth rescue (activation), actives largely listed as activators;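 further: plate controls were DMSO vehicle for no effect and reference control for full effect; nearly all actives have a fitted effect of over 55% in size; some results filed as inactive show a strong effect at the top dose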
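Quantitative HTS measuring growth restoration of FUS-toxic yeast. Galactose-induced cells (OD 0.005) were exposed 24hr at 30C to compounds at several concentrations, then absorbance at 600 nm was recorded.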
* = called active by the depositor; i = inactive; ? = inconclusive; [ ] = dose if it differs, or a comment. The call rests on the fitted dose curve; in most records, active means well fitted curve in the direction sought with a large enough effect; inconclusive means small, poorly fitted or top-dose-only effect, or another doubt; inactive means no such curve, though single readings can be large; an effect the other way counts as inactive or inconclusive. Potency means the concentration at half of the fitted maximal effect. A portion of the library (hit frequency here may not be typical).

SMILES	EPAC1 agonist	EPAC2 antag	EPAC2 ag	PTHR1 agonist	EPAC1 antagonist	aSyn rescue	TDP43 rescue	FUS yeast rescue
CCOC(=O)C1CCCN(C(=O)/C=C/c2ccc(Cl)cc2)C1 (configuration not stated)	13%	-1%	13%	i	12%	6%	0%	30%
CC(C)(C)C(=O)NC(c1ccccc1)c1c(O)ccc2ccccc12 (configuration not stated)	3%	?	7%	-36%[inhibitor]	3%	-3%	13%	-20%
CCCCn1c2nc3ccccc3nc2c2c(=O)n(-c3ccccc3)cnc21	4%	?	5%	-5%	-21%	-2%	27%	19%
O=S(=O)(Nc1nc2ccc(S(=O)(=O)N3CCCCC3)cc2s1)c1ccccc1	-2%	9%	-7%	i	-6%	0%	-15%	21%
COc1ccc(C(=O)Nc2ccc(S(=O)(=O)N3CCCCC3)cc2)cc1	7%	-2%	3%	-28%	-19%	10%	0%	?
CCc1ccccc1NC(=S)NC1CC2CCC(C1)N2Cc1ccc(F)cc1 (configuration not stated)	-2%	-1%	7%	-19%	6%	-1%	16%	-17%
COc1cccc(OCc2cc(C(=O)N(C)CCOc3ccc(C)cc3)no2)c1	3%	-18%	7%	-31%[inhibitor]	0%	2%	14%	22%
COc1ccc(CCNC(=O)Nc2ccc3c(c2)c(=O)n(C)n3Cc2ccc(Cl)cc2)cc1OC	8%	-7%	9%	-41%[inhibitor]	-8%	1%	-1%	43%
COc1ccc(CCNC(=O)COC(=O)Cn2cnc3ccccc3c2=O)cc1	2%	0%	-8%	-33%[inhibitor]	-8%	2%	2%	2%
Clc1cccc(CSc2nnc(-c3c[nH]c4ccccc34)o2)c1	12%	3%	0%	0%	1%	0%	8%	-14%
CCOC(=O)CSc1cc(C)nc(NC(C)=O)n1	8%	3%	-3%	-3%[57.5 µM]	14%	3%	11%	16%
COc1ccc(Nc2nc(OC)nc(OC)n2)cc1	-7%	4%	3%	-19%	-2%	-5%	0%	-22%
Cc1[nH][nH]c(=O)c1C(c1ccc2c(c1)OCO2)c1c(C)[nH][nH]c1=O	-14%	-6%	9%	-51%[inhibitor]	-15%	18%	8%	-34%
COc1ccc(CNC(=O)C2CCN(S(=O)(=O)c3ccc(Br)s3)CC2)cc1	10%	-6%	-7%	-28%	-9%	4%	-18%	-14%
S=C(Nc1ccc(Cl)cc1)Nc1cccc2cnccc12	2%	-1%	10%	-26%	17%	1%	14%	28%

2 of the compounds above, comma-delimited.
SMILES,EPAC1 agonist,EPAC2 antag,EPAC2 ag,PTHR1 agonist,EPAC1 antagonist,aSyn rescue,TDP43 rescue,FUS yeast rescue
COc1ccc(CCNC(=O)COC(=O)Cn2cnc3ccccc3c2=O)cc1,2%,0%,-8%,-33%[inhibitor],-8%,2%,2%,2%
Clc1cccc(CSc2nnc(-c3c[nH]c4ccccc34)o2)c1,12%,3%,0%,0%,1%,0%,8%,-14%

Whole records from above. Order of values: EPAC1 agonist | EPAC2 antag | EPAC2 ag | PTHR1 agonist | EPAC1 antagonist | aSyn rescue | TDP43 rescue | FUS yeast rescue
CCOC(=O)C1CCCN(C(=O)/C=C/c2ccc(Cl)cc2)C1 (configuration not stated) as listed: 13% | -1% | 13% | i | 12% | 6% | 0% | 30%
COc1ccc(CCNC(=O)Nc2ccc3c(c2)c(=O)n(C)n3Cc2ccc(Cl)cc2)cc1OC as listed: 8% | -7% | 9% | -41%[inhibitor] | -8% | 1% | -1% | 43%

Additional results follow:
SMILES	EPAC1 agonist	EPAC2 antag	EPAC2 ag	PTHR1 agonist	EPAC1 antagonist	aSyn rescue	TDP43 rescue	FUS yeast rescue
CCN1C(=O)CSc2ccc(C(=O)NCc3ccco3)cc21	-2%	-4%	13%	-6%[57.5 µM]	6%	-2%	-3%	25%
O=C(O)CCCC(=O)Nc1ccc(Oc2cccc(C(F)(F)F)c2)nc1	-2%	-11%	4%	i	-14%	0%	4%	-15%
COc1ccc(C(=O)NC(CC(C)C)C(=O)O)cc1OC (configuration not stated)	-5%	9%	7%	i	8%	1%	7%	7%
O=C1c2cccnc2C(=O)N1c1cccc([N+](=O)[O-])c1	5%	1%	9%	-26%	-10%	5%	-2%	9%
CS(=O)(=O)N1CCCC(C(=O)NCCc2ccccc2)C1 (configuration not stated)	6%	13%	8%	-31%[inhibitor][57.5 µM]	9%	3%	-23%	-9%
CN(c1ccccc1)S(=O)(=O)c1cc(C(=O)c2nccn2C)ccc1Cl	18%	-4%	19%	-10%[57.5 µM]	-12%	?	29%	1%
Cc1ccccc1-c1nc(CN2CCC(C(=O)NCc3cccnc3)CC2)c(C)o1	-5%	-3%	8%	i	1%	-2%	24%	16%
COc1cc(/C=C2/C(=N)N3C(SC)=NSC3=NC2=O)ccc1OC(=O)c1ccco1	5%	-7%	4%	-58%[inhibitor]	-28%	-2%	0%	28%
COc1ccccc1C#Cc1cnc2c(c1)C(=O)N([C@H](C)CO)C[C@H](C)[C@@H](CN(C)S(=O)(=O)c1cn(C)cn1)O2	1%	2%	1%	i	5%	-1%	22%	32%
CC1CCCC(NC(=O)CCn2c(=O)oc3ccccc32)C1C (configuration not stated)	-5%	6%	-8%	-2%[57.5 µM]	7%	6%	24%	4%
O=C(N=C1SC2CS(=O)(=O)CC2N1Cc1ccccc1)C1CCCO1 (configuration not stated)	6%	1%	8%	6%	-2%	-6%	-12%	3%
Brc1ccc2nc(-c3ccccc3)c(Cc3ccccc3)n2c1	8%	-8%	14%	i	-6%	10%	20%	-5%
Cc1nn(-c2ccc(F)cc2)c(Cl)c1/C=C(/CC(=O)O)c1nc2ccccc2s1	4%	-14%	4%	-7%	-2%	-8%	-1%	19%
COc1cccc(NC2c3ccccc3C(=O)N2Cc2ccco2)c1 (configuration not stated)	0%	-13%	7%	-48%[inhibitor]	-19%	-1%	-6%	8%
Cc1cc2nc(C)n(CCCNC(=O)Nc3ccc(C#N)cc3)c2cc1C	4%	7%	8%	-11%[57.5 µM]	6%	-4%	0%	-6%
O=C(COC(=O)c1cc([N+](=O)[O-])ccc1NCCO)Nc1ccc2c(c1)OCO2	11%	1%	-1%	-31%[inhibitor]	1%	-6%	18%	39%
Cc1nonc1OC(C)CNc1ccc([N+](=O)[O-])cc1 (configuration not stated)	3%	0%	-1%	i	-22%	-5%	20µM*	-5%
CCN(CC)c1ccc(S(=O)(=O)N2CCOCC2)cc1NC(=O)CSc1nnc(N)s1	-11%	-16%	-4%	i	-9%	-6%	-8%	33%
CN(C)C1(CNC(=O)Nc2ccccc2)CCCCC1	-3%	14%	6%	i	-3%	-3%	-23%	16%
O=C(N1CCOCC1)N(CCN1CCOCC1)Cc1cccc(Cl)c1	3%	7%	7%	i	-2%	0%	3%	-39%
Nc1nc(C2CCCN2S(=O)(=O)c2ccc(Cl)cc2)cs1 (configuration not stated)	0%	-1%	1%	i	10%	9%	-10%	3%
O=C(C1CCN(S(=O)(=O)c2c(Cl)cccc2Cl)CC1)N1CCCCCCC1	5%	-12%	11%	1%	-5%	1%	17%	?
Cc1cc(=O)[nH]c2nnnn12	-3%	-1%	5%	7%	1%	0%	8%	-15%
O=C1COc2ccc(NC(=O)N3CCN(c4ccc(F)cc4)CC3)cc2N1	6%	-3%	-5%	-6%[57.5 µM]	-1%	-2%	17%	10%
COc1ccc(C(=O)O)cc1NS(=O)(=O)c1cccc2nsnc12	-1%	9%	11%	i	11%	-1%	-3%	-26%
NNC(=O)CS(=O)(=O)c1ccc(Cl)cc1	9%	-2%	5%	i	-3%	-1%	20%	14%
CCOC(=O)C1=C(c2ccccc2)NC(=O)N(C(C)=O)C1c1cccc([N+](=O)[O-])c1 (configuration not stated)	-4%	2%	7%	-7%	-20%	-5%	-5%[9.22 µM]	27%
COCCCNC(=O)C1=CCN(S(=O)(=O)c2ccc(C)cc2)CC1	-11%	9%	7%	i	-1%	-4%	15%	-12%
O=C(CCN1C(=O)c2ccccc2C1=O)NC(=S)Nc1ccccc1	2%	1%	5%	-28%	2%	-7%	10%	-10%
COc1ccc(C2CC(c3cccs3)=NN2C(=O)COC(=O)c2cncc(Br)c2)cc1OC (configuration not stated)	11%	-16%	0%	i	?	0%	29%	39%
Fc1ccc(N2CN(Cc3cccnc3)CNC2=S)cc1	-2%	4%	-7%	i	5%	4%	19%	-3%
CCOC(=O)Cn1c2c(c(=N)c3c1CCC3)CCCC2	-7%	0%	?	i	10%	1%	-6%	9%
Cc1ccc(S(=O)(=O)N2CCOCC2)cc1C(=O)N(C)CCOc1ccc(Cl)cc1	10%	-16%	0%	-25%	-16%	-3%	-14%	34%
Cc1ccc(NC(=O)C2OCCc3ccccc32)cc1C (configuration not stated)	10%	-7%	8%	-3%	-10%	-2%	25%	-3%
COc1ccc(C)cc1NC(=O)CSc1cccc[n+]1[O-]	-5%	29%	1%	-4%	6%	-3%	-19%	-7%
Cn1c(CCNC(=O)C2CCCCC2)nc2cc(NC(=O)c3cccs3)ccc21	11%	-12%	-3%	-23%	-1%	4%	25%	5%
O=S(=O)(c1ccc2ccccc2c1)N1CCN=C1SCc1cccnc1	5%	4%	11%	-40%[inhibitor]	-8%	14%	13%	0%
O=C1c2ccccc2C(=O)N1Cc1cc(-c2ccccc2)no1	17%	-3%	18%	-15%[57.5 µM]	-5%	-1%	14%	-11%
COc1ccc(C2c3sc(=O)[nH]c3SC3C4CCC(C4)C23)cc1OC (configuration not stated)	24%	-8%	5%	-24%[57.5 µM]	-9%	-12%	?	?
CCCCS(=O)(=O)Nc1ccc(C)cn1	-3%	18%	-1%	i	13%	1%	5%	22%
COc1ccc(C2=NS(=O)(=O)N(C)C(C(=O)NCc3ccco3)=C2)cc1OC	-12%	-10%	-8%	i	2%	?	6%	-9%
C=CCc1cc(Cl)ccc1OCCOCCNC(C)CC (configuration not stated)	8%	1%	-6%	i	-8%	5%	-10%	8%
O=C(COc1cccc2cccnc12)N/N=C1\SCC(=O)N1Cc1ccco1	16%	4%[57.1 µM]	-7%	-1%[57.5 µM]	-10%	0%	-13%	8%
C/C(=N/NC(=O)c1cc(C(C)C)[nH]n1)c1cccs1	1%	0%	-1%	-26%	6%	-6%	6%	-1%
Cc1ccc2c(COC(=O)c3ccccc3Cl)cc(=O)oc2c1	6%	-14%	3%	-32%	-4%	-6%	-14%	-1%
Cc1cc(NC(=O)c2ccc(N3C(=O)C4C5C=CC(C5)C4C3=O)cc2)no1 (configuration not stated)	-3%	1%	3%	i	-23%	-5%	-18%[9.22 µM]	15%
Cc1ccc(S(=O)(=O)N2CCN(C(=O)COC(=O)CCCOc3ccccc3)CC2)c(C)c1	6%	-3%	4%	i	-16%	10%	0%	26%
